Screens from PubChem.
T cruzi growth: T. cruzi intracellular proliferation inhibitors, primary screen, cell-based, beta-gal Tulahuen parasites, NIH3T3 host, luminescence; 77,000 tested, 5.9% active; inhibition, % at 8.34 µM; T. cruzi beta-gal in NIH3T3, GalScreen luminescence, 90 h;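 active = mean inhibition above about 93%, with at least 55% of replicates each passing it, limit read from the data, passing the limit was not always enough; inconclusive = only one of those two conditions holds; inactive = neither condition holds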
C diff HTS: C. difficile growth inhibitors, primary screen, HTS; Clostridium difficile clinical isolate growth, OD600, 24 h; active compounds read low; growth activity, negative = inhibition, % at 16 µg/mL (by protocol); 86,000 tested, 0.25% active;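 active = mean growth activity at or below -80% and every replicate also at or below -80%; inconclusive = mean at or below -80% but some replicate above -80%; inactive = mean growth activity above -80%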;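 also: 0% = DMSO wells and -100% = levofloxacin 16 µg/mL wells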
Pf Dd2 growth: P. falciparum Dd2 growth inhibitors, primary screen, SYBR Green fluorescence, single dose replicates | 72 h; active compounds read low | activity change, % at 10 µM | 94,000 tested, 2.3% active | AID 1159554, 2015; in the data active = activity change below about -80%; inconclusive = no clear call, values can overlap the other calls
GASC1 inh: inhibitors of GASC-1 (KDM4C) histone demethylase, primary screen, biochemical, single concentration HTS; GST-KDM4C 2-372, H3K9me3 peptide, LANCE TR-FRET; inhibition, % at 12.5 µM; 96,000 tested, 0.15% active; AID 720574, 2013;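 active = mean replicate inhibition above about 25%, with at least 55% of replicates also reaching it, limit read from the data, passing the limit was not always enough; inconclusive = only one of those two conditions met; inactive = neither condition met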
Target sequence (Q9H3R0 2-372 limits assumed): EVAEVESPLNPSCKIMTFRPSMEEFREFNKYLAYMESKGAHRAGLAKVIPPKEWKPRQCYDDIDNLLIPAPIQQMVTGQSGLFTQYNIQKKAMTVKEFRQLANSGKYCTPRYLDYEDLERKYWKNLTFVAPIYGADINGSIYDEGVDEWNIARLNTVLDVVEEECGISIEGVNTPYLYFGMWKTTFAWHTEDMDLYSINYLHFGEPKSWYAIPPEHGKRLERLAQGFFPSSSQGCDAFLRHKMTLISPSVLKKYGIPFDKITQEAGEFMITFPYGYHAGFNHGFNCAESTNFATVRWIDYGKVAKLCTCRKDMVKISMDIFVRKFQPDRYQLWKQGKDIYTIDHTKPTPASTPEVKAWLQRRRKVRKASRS
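Material: GST-tagged GASC-1 (JMJD2C) catalytic fragment, aa 2-372. Input: enzyme final amount 10 nM. Medium: HEPES buffer, pH 7.5, plus ascorbate. Reagent: H3K9me3 peptide substrate, Fe(II), 2-oxoglutarate. Doses: single dose. Times: reaction 30 min RT, detection step 1 h RT. Measured by: LANCE TR-FRET. Evaluation: Fall in 671/618 emission ratio as inhibition.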
Starred values were filed as active, the others as inactive; u = inconclusive; x = no result given; & = joins results of further samples.

SMILES	T cruzi growth	C diff HTS	Pf Dd2 growth	GASC1 inh
CC(=O)N1[C@@H](CO)[C@H](c2ccc(-c3ccccc3)cc2)[C@@H]1CNC(=O)C1CC1	1.6	-3.9	0.0	-1.2
CO[C@@H]1CN(C)C(=O)c2cc(NS(=O)(=O)CC(F)(F)F)ccc2OC[C@H](C)NC[C@H]1C	14.0	x	-0.5	-0.2
Cc1ccc(S(=O)(=O)Nc2ccc3c(c2)CC(=O)N([C@@H](C)CO)C[C@H](C)[C@@H](CN(C)C(=O)Nc2cccc4ccccc24)O3)cc1	28.7	-9.5	-47.3	0.4
CCCC(=O)Nc1ccc2c(c1)C(=O)N(C)[C@H]1CC[C@@H](CC(=O)O)O[C@H]1CO2	-21.6	3.0	2.0	4.1
CC(C)[C@@H](C)NC(=O)N(C)C[C@H]1OCc2ccccc2-c2ccccc2C(=O)N([C@H](C)CO)C[C@@H]1C	38.6	-4.5	5.8	0.1
CCCN1C[C@H](C)[C@H](OC)CN(C)C(=O)c2cc(NC(=O)Nc3c(C)noc3C)ccc2OC[C@@H]1C	-44.9	x	8.8	0.4
C[C@H]1CCCCO[C@H](CN(C)Cc2ccncc2)[C@@H](C)CN([C@@H](C)CO)C(=O)c2cc(NC(=O)c3ccncc3)ccc2O1	33.1	2.0	-26.3	-1.3
C[C@H](NC(=O)C[C@@H]1C=C[C@H](NC(=O)c2cccnc2)[C@H](CO)O1)c1ccccc1	-81.6	0.6	19.4	1.3
C[C@H]1CN([C@@H](C)CO)C(=O)c2cc(C#CCN(C)C)cnc2O[C@H]1CN(C)Cc1cccc(C(=O)O)c1	-132.7	-0.7	43.9	1.9
CCCC#Cc1cnc2c(c1)C(=O)N([C@H](C)CO)C[C@@H](C)[C@@H](CN(C)C(=O)c1ccc(F)cc1)O2	34.9	5.5	-20.0	-3.1
C[C@@H]1CN([C@H](C)CO)C(=O)c2cccc(NS(=O)(=O)c3cccs3)c2O[C@@H]1CN(C)S(=O)(=O)c1ccccc1	-31.5	x	24.8	-0.1
CCCNC(=O)C[C@H]1CC[C@@H]2[C@@H](COc3ccc(NC(=O)c4cccc(OC)c4)cc3C(=O)N2C)O1	-76.3	-0.2	-14.4	-4.1
CN1C(=O)c2cc(NC(=O)C3CC3)ccc2OC[C@H]2O[C@@H](CC(=O)NCCc3ccncc3)CC[C@H]21	3.0	-1.1	6.9	3.1
O=C(C[C@@H]1CC[C@@H](NS(=O)(=O)c2ccc(F)cc2)[C@H](CO)O1)NC1CCC1	61.2	1.6	0.5	-0.1
N#Cc1ccc(-c2ccc3c(c2)[C@H]2[C@H](CCN2C(=O)C2CCCC2)[C@H](CO)N3)cc1	x	-6.3	-85.8*	x
Cc1ccc(-c2ccc3c(c2)O[C@@H](CN(C)Cc2cccnc2)[C@H](C)CN([C@@H](C)CO)S3(=O)=O)cc1	117.0*	-14.0	-81.0*	-1.8
Cc1ccc(S(=O)(=O)Nc2ccc3c(c2)C(=O)N([C@@H](C)CO)C[C@@H](C)[C@H](CN(C)S(=O)(=O)c2ccc(Cl)cc2)OCCCC[C@@H](C)O3)cc1	119.9*	-1.4	-43.1	-1.0
C[C@H]1CCCCO[C@H](CN(C)Cc2ccncc2)[C@@H](C)CN([C@@H](C)CO)C(=O)c2cc(NC(=O)CCC(F)(F)F)ccc2O1	-14.9	-3.3	x	2.0
O=C(Nc1cc(F)ccc1F)N[C@@H]1CC[C@@H](CCn2cc(C3CCCC3)nn2)O[C@H]1CO	x	-11.2	-24.6	-1.8
Cc1ccc(S(=O)(=O)Nc2cccc3c2O[C@H](CN(C)S(=O)(=O)c2ccc(Cl)cc2)[C@@H](C)CN([C@H](C)CO)C3=O)cc1	x	-3.3	13.7	1.5
CCNC(=O)C[C@H]1CC[C@@H]2[C@H](COC[C@H](O)CN2C(=O)c2ccccn2)O1	-63.8	-1.1&-4.1	-0.7	-3.7
C[C@H](NC(=O)C[C@H]1CC[C@@H]2[C@H](COC[C@@H](O)CN2C)O1)c1ccccc1	-35.9	-6.7&-7.1	4.0	1.5
C/C=C/c1ccc2c(c1)O[C@H](CN(C)C(=O)c1ccccc1)[C@H](C)CN([C@H](C)CO)S2(=O)=O	x	-3.4	-8.5	1.8
Cc1cc(C(=O)Nc2cccc3c2O[C@H](CN(C)CC2CCCCC2)[C@@H](C)CN([C@H](C)CO)C3=O)n(C)n1	73.0	10.3	-20.1	-1.1
CCCNC(=O)N1[C@H](CO)[C@H](c2ccc(-c3cccnc3)cc2)[C@@H]1C#N	-2.2	7.0	22.3	6.0
COc1ccc(NC(=O)N(C)C[C@H]2OCc3ccccc3-c3c(n(C)c4ccccc34)C(=O)N([C@H](C)CO)C[C@@H]2C)c(OC)c1	30.0	9.5	-86.4*	-0.8
COc1ccc2c3c(n(C)c2c1)[C@@H](CO)N(C(=O)Nc1ccc(F)cc1)CC31CN(Cc2cccnc2)C1	x	-0.9	-72.4	1.1
COc1ccc(C#Cc2cnc3c(c2)C(=O)N([C@@H](C)CO)C[C@H](C)[C@H](CN(C)C(=O)CC2CC2)O3)cc1	18.8	3.1	-51.2	-1.2
C[C@@H]1CN([C@@H](C)CO)C(=O)c2cc(C#C[C@@H](C)O)cnc2O[C@@H]1CN(C)Cc1cncnc1	-22.7	-6.2	29.3	-1.4
COCC(=O)N1CC2(C1)CN(Cc1ccccc1F)[C@H](CO)c1[nH]c3cc(OC)ccc3c12	x	8.5	-88.4*	-1.0
O=C(C[C@H]1CC[C@H]2[C@@H](COC[C@@H](O)CN2S(=O)(=O)c2ccc(Cl)cc2)O1)NCc1ccc(Cl)c(Cl)c1	103.7*	x	1.8	0.6
C[C@H](NC(=O)C[C@H]1C=C[C@@H](NC(=O)Nc2ccc3c(c2)OCO3)[C@@H](CO)O1)c1ccccc1	x	8.1	-3.0	1.7
CC(C)NC(=O)N(C)C[C@@H]1Oc2ccc(NC(=O)CCN3CCOCC3)cc2C(=O)N([C@@H](C)CO)C[C@H]1C	15.1	-3.2	-1.2	-1.5
C[C@@H]1CN([C@H](C)CO)C(=O)c2cc(NC(=O)Nc3ccccc3)ccc2O[C@@H](C)CCCCO[C@H]1CN(C)Cc1ccc(C(=O)O)cc1	43.0	-1.7	13.7	0.1
CCCN(C)C[C@H]1OCCCC[C@@H](C)Oc2ccc(NC(=O)Cc3ccccc3)cc2C(=O)N([C@H](C)CO)C[C@H]1C	91.8	-2.0	-44.4	-0.3
C[C@H](CO)N1C[C@H](C)[C@@H](CN(C)S(=O)(=O)c2cccs2)OCCCC[C@H](C)Oc2ccc(NC(=O)Nc3ccc(C(F)(F)F)cc3)cc2C1=O	96.9*	-11.1	-45.5	0.5
Cc1ccc(S(=O)(=O)Nc2ccc3c(c2)CC(=O)N([C@H](C)CO)C[C@@H](C)[C@H](CN(C)S(=O)(=O)c2ccc(Cl)cc2)O3)cc1	-2.2	-18.1	-14.1	-0.1
C[C@H](CO)N1C[C@H](C)[C@H](CN(C)C(=O)c2ccccc2)OCCCC[C@H](C)Oc2ccc(NC(=O)NC3CCCCC3)cc2C1=O	12.2	-12.2	15.4	-0.8
COCC(=O)Nc1ccc2c(c1)C(=O)N(C)C[C@@H](OC)[C@@H](C)CN(C(=O)C1CCCC1)[C@@H](C)CO2	-40.2	x	23.7	-0.2
CC=Cc1ccc2n(c1=O)C[C@@H]1[C@@H](CO)[C@H](C(=O)NCC)N(Cc3nccs3)[C@H]21 (mixture of isomers)	-1.3	-2.2	2.0	9.7
COc1ccc(S(=O)(=O)N[C@H]2C=C[C@H](CC(=O)N3CCN(c4ccccc4)CC3)O[C@H]2CO)cc1	8.1	-0.3	0.1	-2.6
Cc1ccc(S(=O)(=O)Nc2ccc3c(c2)C(=O)N([C@H](C)CO)C[C@H](C)[C@@H](CN(C)C(=O)Nc2ccc(F)cc2)OCCCC[C@@H](C)O3)cc1	53.8	x	-39.4	-0.4
C[C@@H]1CN([C@@H](C)CO)C(=O)Cc2cc(NC(=O)CCCN(C)C)ccc2O[C@@H]1CN(C)S(=O)(=O)c1ccc(F)cc1	21.0	-31.9	27.5	0.4
C[C@@H]1CN([C@@H](C)CO)C(=O)c2cc(-c3ccc(F)cc3)cnc2O[C@H]1CN(C)C(=O)Cc1ccccc1	30.0	1.1	3.8	0.2
Cc1ccc(S(=O)(=O)N2CC[C@@H]3[C@H](CO)Nc4ccc(-c5ccc(C#N)cc5)cc4[C@@H]32)cc1	23.3	4.9	-3.9	-2.5
CCNC(=O)[C@H]1[C@H](CO)[C@H]2Cn3c(ccc(/C=C/c4ccccc4)c3=O)[C@H]2N1C(C)=O	-23.3	-1.9	-6.2	-0.7
C[C@@H]1CN([C@H](C)CO)C(=O)Cc2cc(NC(=O)CCCCCC(=O)Nc3ccccc3N)ccc2O[C@H]1CN(C)Cc1ccc(Oc2ccccc2)cc1	-51.4	-11.4	-72.7	-0.1
CCCNC(=O)C[C@@H]1CC[C@@H]2[C@@H](COc3ccc(NC(=O)c4cc(F)cc(F)c4)cc3C(=O)N2C)O1	-16.4	-4.6	-2.6	-1.2
C[C@@H]1CCCCO[C@@H](CN(C)Cc2ccc3c(c2)OCO3)[C@H](C)CN([C@@H](C)CO)C(=O)c2cc(NC(=O)Nc3cccc4ccccc34)ccc2O1	u	15.4	-71.7	-4.3
C[C@@H]1CN([C@H](C)CO)C(=O)Cc2cc(NC(=O)Cn3cnnn3)ccc2O[C@@H]1CN(C)C(=O)Nc1ccc(F)cc1	10.1	x	29.5	-2.8
O=C(C[C@H]1CC[C@@H](NC(=O)Nc2cccc(F)c2)[C@H](CO)O1)NCC1CC1	16.9	x	-14.2	0.5
O=C(NCC[C@H]1CC[C@H](NC(=O)C2CCCC2)[C@@H](CO)O1)c1ccc(F)cc1	x	-1.7	3.7	-0.6
O=C(N[C@H]1CC[C@H](CCn2cc(-c3ccccn3)nn2)O[C@@H]1CO)c1cccnc1	-56.0	2.7	0.4	-1.2
COc1cccc(S(=O)(=O)N[C@@H]2C=C[C@@H](CC(=O)NCc3ccc(F)cc3)O[C@H]2CO)c1	-23.5	x	8.6	-0.7
C[C@@H]1CN([C@@H](C)CO)C(=O)c2c(c3ccccc3n2C)-c2ccccc2CO[C@@H]1CN(C)S(=O)(=O)c1ccc([N+](=O)[O-])cc1	x	-9.6	-77.2	0.2
Cc1ccc(S(=O)(=O)N(C)C[C@H]2Oc3ncc(C#CC4(O)CCCC4)cc3C(=O)N([C@@H](C)CO)C[C@@H]2C)cc1	10.7	-6.5	-60.0	0.9
C[C@H]1CN([C@@H](C)CO)C(=O)c2cc(-c3ccccc3)cnc2O[C@H]1CN(C)Cc1cccnc1	27.1	0.1	10.5	1.4
C[C@@H]1CN([C@H](C)CO)C(=O)c2cccc(NS(=O)(=O)c3ccccc3)c2O[C@@H]1CN(C)CC1CC1	55.6	1.8	14.8	0.1
O=C(CN1CCOCC1)N1CCCCN2[C@H](C1)[C@@H](c1ccc(C#Cc3ccccc3)cc1)[C@@H]2CO	111.7*	-10.2	-29.7	5.8
O=C(NC[C@@H]1CC[C@H]2[C@H](CN2Cc2ccc(Oc3ccccc3)cc2)O1)C1CCOCC1	x	10.3	26.9	x

The list goes on, overlapping the part above by 3 compounds.
SMILES	T cruzi growth	C diff HTS	Pf Dd2 growth	GASC1 inh
C[C@@H]1CN([C@H](C)CO)C(=O)c2cccc(NS(=O)(=O)c3ccccc3)c2O[C@@H]1CN(C)CC1CC1	55.6	1.8	14.8	0.1
O=C(CN1CCOCC1)N1CCCCN2[C@H](C1)[C@@H](c1ccc(C#Cc3ccccc3)cc1)[C@@H]2CO	111.7*	-10.2	-29.7	5.8
O=C(NC[C@@H]1CC[C@H]2[C@H](CN2Cc2ccc(Oc3ccccc3)cc2)O1)C1CCOCC1	x	10.3	26.9	x
C[C@@H](NC(=O)C[C@@H]1CC[C@H]2[C@@H](COC[C@H](O)CN2C(=O)Nc2cc(Cl)cc(Cl)c2)O1)c1ccccc1	100.3*	x	-2.0	1.0
C[C@@H]1CN([C@@H](C)CO)C(=O)c2cccc(NS(=O)(=O)c3cn(C)cn3)c2O[C@H]1CN(C)Cc1ccc(Oc2ccccc2)cc1	1.4	x	22.8	-2.1
C[C@@H]1CN([C@H](C)CO)S(=O)(=O)c2ccc(-c3ccc(F)cc3)cc2O[C@H]1CN(C)Cc1ccccc1C(=O)O	x	-7.2	-7.0	0.5
CNC[C@H]1Oc2ccc(N(C)C)cc2C(=O)N([C@@H](C)CO)C[C@H]1C	3.2	-0.8	-1.8	x
COc1cccc(-c2ccc([C@H]3[C@@H](C#N)N(C(=O)Cc4ccncc4)[C@@H]3CO)cc2)c1	82.3	9.9	-67.0	-0.6
